Screening results: PubChem BioAssay, several laboratories
DSG3 Ab inh: inhibitors of pemphigus antibody binding to human desmoglein-3 | P32926 | DSG3-coupled beads, scFv-anti-DSG3-GFP binding, flow cytometry; hits give low values | binding (percent of control), % at 10 µM | actives 0.48% (n = 310,000);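 active = binding more than 3 SD below its plate's average and above zero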;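 also: hits lower antibody fragment binding to DSG3; some compounds called inactive have numbers as strong as hits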
RTF Ca sens inh: cardiac RTF calcium desensitization | IANBD-labeled cardiac RTF, Ca2+ fluorescence | inhibition, % at 7.15 µM | actives 0.12% (n = 340,000) | AID 493244;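 active = inhibition above the mean inhibition of all tested compounds plus 3 SD, cut at about 17% in these data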;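 also: assay run at fixed EC70 calcium of 1.6 mM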
Wnt bcat act: activators of Wnt/beta-catenin signaling. actives 1.2% (n = 300,000). Wnt/beta-catenin reporter cell assay, activator, plate reader. activation, % at 9.35 µM; in the data active = activation above about 30%, passing the limit was not always enough;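 also: 0% = neutral control wells and 100% = positive control wells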
RTF Ca sens act: cardiac RTF calcium sensitization; IANBD-labeled TnC RTF fluorescence at EC20 calcium; 0% EC20 calcium, 100% full calcium; activation, % at 7.2 µM; actives 0.24% (n = 340,000); AID 493008;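 active = activation above the mean over all tested compounds plus 3 SD, cut at about 30% in these data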;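 also: rise in fluorescence read as greater calcium sensitivity of cardiac thin filaments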
LANA DNA inh: KSHV C-LANA DNA binding inhibition; MBP-C-LANA/FAM-LBS DNA binding, fluorescence polarization; inhibition, % at 9 µM; actives 0.078% (n = 340,000); AID 504423;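 active = highest replicate inhibition at or above 60% at 9 µM, even if other replicates fall short; inactive = all replicates below 60% inhibition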;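 also: 0% = neutral control wells and 100% = 4 µM acridine orange control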
Arrestin-AP2 inh: blocks beta-arrestin peptide binding to AP2 adaptin. inhibition, % at 10 µM. FITC-arrestin peptide / GST-AP2 beads, flow cytometry; AP2 beta2 appendage carries R879A mutation. actives 0.31% (n = 340,000);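 active = inhibition above a set limit, near 3 SD of compounds lacking own fluorescence, cut at about 54% in these data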;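 also: plate controls were DMSO wells for no effect and 5 µM unlabelled arrestin peptide for full effect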
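System: GST-AP2 R879A glutathione beads | Also added: FITC-arrestin peptide, 50 nM | Times: 12 min plus 1 h, RT | Signal: Bead flow cytometry, FITC channel | Buffer or medium: PBS with 0.05% Tween 20 and 0.1% BSA | Read-out basis: Percent drop in bead-associated FITC signal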
Keap1 Nrf2 FP: inhibitors of human Keap1-Nrf2 protein-protein interaction; actives 0.15% (n = 340,000); Keap1 Kelch-Nrf2 peptide fluorescence polarization, 1536-well; AID 504523; Q14145; inhibition, % at 9.4 µM; in the data active = inhibition above about 12%;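 also: human Keap1 Kelch domain with fluorescein labeled Nrf2 9mer peptide probe; 0% = neutral control wells and 100% = peptide positive control; higher means more block of Keap1 binding to Nrf2 peptide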
V-ATPase pH: yeast V-ATPase proton transport regulation by pHLuorin. S. cerevisiae, pHLuorin cytosolic pH fluorescence. response, % at 10 µM. actives 0.37% (n = 350,000). AID 504577; in the data active = response mostly above about 7.3%, no sharp cut-off; inactive = mostly below about 5.4%; also: actives read high; inactives centre near 0; some compounds called inactive have numbers as strong as hits; reference of the scale not given here
OPRM1-OPRD1 ag: OPRM1-OPRD1 heterodimerization agonism; P35372+P41143; cells, luminescence; activation, % at 9.3 µM; actives 0.3% (n = 340,000); AID 504326; in the data active = activation above about 18%;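 also: 0% = vehicle-treated cells and 100% = reference agonist; values of inactives mirror those of a sister screen read the other way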
Target sequence (P35372 whole entry, looked up): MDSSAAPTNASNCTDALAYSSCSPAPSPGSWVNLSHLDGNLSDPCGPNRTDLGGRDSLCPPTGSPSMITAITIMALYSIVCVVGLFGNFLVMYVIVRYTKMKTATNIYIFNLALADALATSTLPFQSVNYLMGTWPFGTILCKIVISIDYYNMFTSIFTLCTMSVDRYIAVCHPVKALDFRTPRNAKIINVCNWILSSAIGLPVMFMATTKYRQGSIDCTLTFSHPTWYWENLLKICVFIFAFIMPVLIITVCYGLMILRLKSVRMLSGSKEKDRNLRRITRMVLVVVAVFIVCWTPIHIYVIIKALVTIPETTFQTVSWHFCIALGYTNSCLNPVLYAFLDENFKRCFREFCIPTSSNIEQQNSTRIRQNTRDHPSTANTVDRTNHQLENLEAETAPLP
Target sequence (P41143 whole entry, looked up): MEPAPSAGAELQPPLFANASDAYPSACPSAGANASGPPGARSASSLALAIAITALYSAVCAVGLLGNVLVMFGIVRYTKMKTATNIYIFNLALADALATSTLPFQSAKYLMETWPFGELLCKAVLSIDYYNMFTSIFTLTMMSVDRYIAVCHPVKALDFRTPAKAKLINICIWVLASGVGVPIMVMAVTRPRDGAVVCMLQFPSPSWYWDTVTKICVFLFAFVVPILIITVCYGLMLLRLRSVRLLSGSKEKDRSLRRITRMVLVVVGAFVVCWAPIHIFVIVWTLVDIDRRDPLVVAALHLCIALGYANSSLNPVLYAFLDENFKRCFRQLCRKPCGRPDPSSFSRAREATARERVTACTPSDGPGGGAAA
OPRM1-OPRD1 inv: inverse agonists of human mu-delta opioid receptor heterodimerization. inhibition, % at 9.3 µM. cell-based MOR-DOR heterodimer luminescence, inverse agonism. actives 0.21% (n = 340,000). AID 504357. P35372+P41143; in the data active = inhibition above about 22%, passing the limit was not always enough;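 also: 0% = cells with DMSO and 100% = wells without cells with DMSO; values of inactives mirror those of a sister screen read the other way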
An asterisk follows results filed as active; nt = no result given.

SMILES	DSG3 Ab inh	RTF Ca sens inh	Wnt bcat act	RTF Ca sens act	LANA DNA inh	Arrestin-AP2 inh	Keap1 Nrf2 FP	V-ATPase pH	OPRM1-OPRD1 ag	OPRM1-OPRD1 inv
COc1ccc(N(C(C)C(=O)N/N=C/c2cc(Br)c(C)o2)S(C)(=O)=O)cc1 (centres undefined)	87	-9	nt	-5	-0.2	4	0	1	-0.8	5
Nc1ncnc2c1ncn2CCN1CCCCC1	104	-2	nt	-1	-0.5	20	-5	-1	nt	nt
CCOc1cccc(/C(O)=C2/C(=O)C(=O)N(CCOC)C2c2ccc(C)o2)c1 (centres undefined)	103	1	1	0	1.0	-5	-5	3	-2.3	12
CCOc1ccc(NS(=O)(=O)c2ccc(C(=O)NCC(c3ccc(OC)cc3)N3CCOCC3)cc2)cc1 (centres undefined)	98	-2	-3	-9	2.2	-6	4	-1	-3.3	21
Cc1ccc(Oc2ccc(NC(=O)c3ccco3)cc2)cc1	106	-1	26	-1	17	1	-5	-2	2.2	-11
CN(CC(=O)Nc1ccc(S(=O)(=O)N2CCCC2)cc1)Cc1ccc(Cl)cc1	101	5	nt	3	-0.8	-4	-2	3	3.0	-16
C=CCn1c(SCC(=O)c2[nH]c(C)c(C(=O)OC)c2C)nc2scc(-c3ccc(OC)c(OC)c3)c2c1=O	101	3	-13	2	7.4	37	1	7	-0.7	3
Cc1ccc2nc(N3CCN(CCO)CC3)nc(-c3ccccc3)c2c1	98	-5	0	-6	-0.1	-1	-4	-1	-0.7	3
CCn1c2ccccc2c2cc(CN3CCN(S(=O)(=O)Cc4ccccc4)CC3)ccc21	98	-9	nt	7	-0.6	28	1	1	2.7	-12
CCOC(=O)c1sc2ccccc2c1NC(=O)c1coc2ccccc2c1=O	108	-19	nt	-2	-0.3	1	-2	5	-1.9	10
Cc1csc(NC(=O)c2cn3ccccc3n2)n1	101	-1	0	-5	0.2	-5	0	0	-2.4	12
C[N+](C)(C)CCCC(=O)c1ccc2c(c1)OCO2	111	-5	-3	0	-0.3	-1	0	-1	-2.8	12
O=C(COc1ccc(Cl)cc1)Nc1nnc(S(=O)(=O)N2CCCCCC2)s1	98	-3	-3	2	-0.8	3	0	-1	0.2	-1
COc1ccc(-c2[nH]ncc2CN2CCCN(c3ccccc3)CC2)c(F)c1	115	5	-1	12	-0.5	8	-7	6	2.8	-14
CC(C)NC(=O)NNC(=O)Cn1nnc(-c2cccc(Cl)c2Cl)n1	95	nt	0	nt	-0.6	0	-1	-1	nt	nt
O=C(/C=C/c1ccc(Cl)c([N+](=O)[O-])c1)Nc1ccc(N2CCCC2)cc1	129	7	-2	-1	-0.4	-2	3	-2	-1.4	9
Cc1cc(C)c(NC(=S)N(CCN(C)C)Cc2cccs2)c(C)c1	109	11	-1	8	-0.9	-15	1	-1	2.8	-14
CNC(=O)c1[nH]cnc1C(=O)Nc1ccc(OC)cc1	129	-2	6	-4	0.1	5	-2	-1	-3.0	17
O=C(CSc1nc2ncccc2[nH]1)Nc1c(F)cc(F)cc1Br	102	0	-1	-7	-1.5	24	-4	-3	-1.6	8
COc1ccccc1NC(=O)c1nn(-c2cccc(C(F)(F)F)c2)ccc1=O	nt	3	-1	-2	0.1	15	-1	1	-3.9	16
O=C1C2CC=CCC2C(=O)N1Cc1ccccc1Cl (centres undefined)	98	-9	-5	4	2.2	-17	5	3	-2.5	11
Cc1ccc(NC(=O)c2ncc(Cl)c(Cl)c2Cl)cc1C	102	-12	8	3	-0.4	-3	-2	0	0.6	-3
Fc1ccccc1-c1n[nH]c(=S)n1/N=C/c1c[nH]c2ccccc12	nt	-1	9	-1	-0.9	-3	3	2	1.0	-5
COC(=O)CCC(=O)Nc1ccc(NC(C)=O)cc1	67	2	-6	4	-0.4	0	-2	0	-1.6	9
CN1CCC(=NNc2ncnc3sc4c(c23)CCCC4)CC1	103	-3	-5	-6	2.1	8	-2	2	-0.3	1
Additional compounds
SMILES	DSG3 Ab inh	RTF Ca sens inh	Wnt bcat act	RTF Ca sens act	LANA DNA inh	Arrestin-AP2 inh	Keap1 Nrf2 FP	V-ATPase pH	OPRM1-OPRD1 ag	OPRM1-OPRD1 inv
COc1ccc(Cl)cc1NC(=O)CN(C)C(=O)Cc1ccc2c(c1)CCC2	nt	4	2	-4	-0.1	20	2	-1	-3.0	16
COc1ccc(/C=N/NC(=O)CSc2nnc(C)n2-c2ccccc2)c(OC)c1OC	nt	0	-3	-3	-0.7	-4	-3	0	1.4	-6
C/C(=N\NC(=O)c1cc(C)oc1C)c1ccc(N2CCOCC2)cc1	111	-6	-1	2	0.2	-15	1	4	-1.9	9
COc1cccc(-c2csc(/C(C#N)=C/Nc3cc4oc5ccccc5c4cc3OC)n2)c1	115	-4	-1	-2	1.1	1	-5	2	-2.2	11
CC(=O)Nc1ccc(NC(=O)c2cccc(S(=O)(=O)N3CCCCCC3)c2)cc1	95	-4	-9	-6	-0.5	-16	-3	-1	-2.6	14
C=CCSc1nncn1/N=C/c1ccc(OC)cc1	109	-11	27	0	1.6	-10	-7	-3	3.8	-23
Cc1cc(C)cc(-n2ccnc2SCC(=O)c2c(N)n(C3CC3)c(=O)[nH]c2=O)c1	nt	-6	-1	-1	-3.0	-24	-6	-3	-2.4	10
CCOC(=O)Cn1nnnc1CN(Cc1ccc(OC)cc1)Cc1cc2cc(C)cc(C)c2[nH]c1=O	98	-2	nt	6	0.0	26	3	3	-2.9	17
CCC1SC2=NC(C)=C(C(=O)OCCOC)C(/C=C/c3ccccc3OC)N2C1=O (centres undefined)	97	-12	-5	5	0.2	21	-1	0	-0.4	2
COc1ccc(CNc2ncnc3sccc23)cc1OC	nt	-5	-2	-4	0.3	-5	2	-2	-0.3	2
CCCC(C)c1nc(C(N)=O)c2[nH]c(=O)n(-c3ccc(OC)cc3OC)c2n1 (centres undefined)	95	2	0	0	-0.3	-4	-1	0	1.4	-7
O=C(COC(=O)c1ccc(F)c(S(=O)(=O)N2CCOCC2)c1)NCc1ccc2c(c1)OCO2	102	-4	1	4	1.1	8	-2	1	3.6	-14
COc1cc(COC(=O)c2cnc(C)cn2)c(OC)cc1Br	112	4	-3	-1	0.2	4	-5	-2	1.8	-14
Cc1ccccc1NC(=S)N(CCN(C)C)C(C)c1ccccn1 (centres undefined)	110	3	nt	2	-0.8	1	-1	-1	0.0	0
Cc1cccc([C@@H]2[C@@H]3C(=O)N(Cc4ccccc4)C(=O)[C@@H]3[C@]3(C)C(=O)N(c4ccc(C(F)(F)F)cc4)C(=O)N23)c1	100	-5	nt	-3	-0.6	22	-4	3	0.0	0
Cc1ccc2[nH]c3c(c2c1)CCCC3=O	102	-8	nt	0	1.0	24	-4	4	-0.6	3
CCOC(=O)c1sc(C)c(C(N)=O)c1NC1=NCCCCC1	110	-1	0	-2	-1.6	10	2	1	0.2	-1
O=C(COC(=O)c1cc(=O)c2ccccc2o1)Nc1ccccc1F	121	-5	1	1	2.9	35	-7	5	-2.3	12
O=C(CC1C(=O)NCCN1Cc1ccccc1C(F)(F)F)NC1CCC1 (centres undefined)	107	-6	0	4	1.8	-14	0	0	-2.4	13
CC(C)(C)c1ccc(/C=N/NC(=O)Cc2c[nH]c3ccccc23)cc1	99	0	0	5	-0.4	28	-1	-1	8.9	-52
CN1CCN(S(=O)(=O)c2cccc(C(=O)N3CCN(c4ccccc4F)CC3)c2)CC1	93	-9	-2	3	1.6	-6	3	-2	-2.2	10
COc1ccc(CC(=O)N(C)Cc2ccc(Cl)cc2)cc1S(=O)(=O)N1CCOCC1	112	1	0	2	6.1	64*	1	0	0.7	-4
O=C1CC(c2ccccc2)CN1C(=O)c1cncc(Br)c1 (centres undefined)	114	-17	-1	-1	-0.8	-15	-1	2	-1.8	9
CN(C(=O)COc1ccc2ccc(=O)oc2c1)C1CCS(=O)(=O)C1 (centres undefined)	96	-6	-2	4	1.4	5	8	7	-0.5	2
COc1cc(C2C3=C(COC3=O)Oc3cc4c(cc32)OCO4)cc(OC)c1OC(C)=O (centres undefined)	100	-10	-22	5	-1.0	-10	-8	7	0.2	-1

A different layout for some results above:
mol | DSG3 Ab inh | RTF Ca sens inh | Wnt bcat act | RTF Ca sens act | LANA DNA inh | Arrestin-AP2 inh | Keap1 Nrf2 FP | V-ATPase pH | OPRM1-OPRD1 ag | OPRM1-OPRD1 inv
C/C(=N\NC(=O)c1cc(C)oc1C)c1ccc(N2CCOCC2)cc1 | 111 | -6 | -1 | 2 | 0.2 | -15 | 1 | 4 | -1.9 | 9
COc1cccc(-c2csc(/C(C#N)=C/Nc3cc4oc5ccccc5c4cc3OC)n2)c1 | 115 | -4 | -1 | -2 | 1.1 | 1 | -5 | 2 | -2.2 | 11
CC(=O)Nc1ccc(NC(=O)c2cccc(S(=O)(=O)N3CCCCCC3)c2)cc1 | 95 | -4 | -9 | -6 | -0.5 | -16 | -3 | -1 | -2.6 | 14

Additional structures
SMILES	DSG3 Ab inh	RTF Ca sens inh	Wnt bcat act	RTF Ca sens act	LANA DNA inh	Arrestin-AP2 inh	Keap1 Nrf2 FP	V-ATPase pH	OPRM1-OPRD1 ag	OPRM1-OPRD1 inv
O=C(Nc1ccc(Cl)c([N+](=O)[O-])c1)c1ccncc1	108	-3	-1	1	-0.5	9	-3	1	0.7	-4
O=C(CCC1CCCCC1)NCCN1C2=NC[C@H](Cc3ccc(O)cc3)N2C[C@H]1Cc1ccc(O)cc1	108	-5	-5	-3	-0.7	-10	-3	-1	-0.6	3
CCOC(=O)c1cccc(NC(=O)COc2nsnc2N2CCOCC2)c1	93	-9	0	4	0.1	-5	-4	2	1.3	-8
Cc1ccc(C)c(NC(=O)c2ccc(N(C)S(C)(=O)=O)cc2)c1	105	-2	nt	13	1.6	0	0	-82	-1.5	8
Cc1nc2sc(C)c(C)c2c(=O)o1	91	-2	-7	6	1.1	5	-3	3	-1.8	11
Cc1cc(C)c(C(=O)C(C)OC(=O)C2=COCCO2)cc1C (centres undefined)	100	-8	6	6	1.0	19	-1	1	0.3	-2
CCC(C)c1ccccc1NC(=O)COC(=O)C1=NN(c2ccccc2)C(=O)CC1 (centres undefined)	91	-7	-6	-2	-2.0	11	6	-3	-1.1	6
Cc1ccc(OCCC(=O)OCC(=O)N2c3ccccc3NC(=O)C2(C)C)cc1	110	-3	-4	-7	-1.2	-4	4	5	3.0	-20
COC1OC(CO)C(O)C(O)C1O (centres undefined)	100	0	0	3	-0.4	7	-5	0	-3.4	19
CC(=O)NC(Cc1ccccc1)C(=O)N1CCN(C(=O)c2cccs2)CC1 (centres undefined)	101	0	-7	-9	-0.2	31	3	-3	-2.2	12
Cc1ccc(CN2CCN(Cc3ccccc3-c3ccco3)CC2CCO)o1 (centres undefined)	103	1	-1	1	-1.8	24	-1	-1	11	-57
Cc1ccc(Cn2cnc3c(cnn3C(C)(C)C)c2=O)cc1	99	4	-3	2	0.9	2	-1	1	1.6	-8
Cc1nnc(SCC(=O)NNC(=O)c2ccc(Br)cc2)n1C	105	nt	-1	nt	2.2	22	1	0	nt	nt
Cc1cc(C(=O)COC(=O)CNC(=O)c2ccco2)c(C)n1Cc1ccco1	98	10	-6	1	-1.0	-3	-1	-3	-3.0	13
CCC(C)[C@H](NC(=O)C1CCC(CNC(=O)[C@@H]2CCCN2C(=O)OC(C)(C)C)CC1)C(=O)O (some centres undefined)	105	-1	2	-6	-1.9	41	-3	-2	-4.5	20
